EWS-Fli block – inhibitors of EWS/Fli oncoprotein transcriptional activity; A673 NR0B1-luciferase reporter, viability-normalised; inhibition, % at 12.6 µM; hit rate 0.67% among 350,000;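 active = mean inhibition of at least 50% after viability correction, with every replicate also passing that limit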;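 note: firefly luciferase signal divided by Alamar Blue viability fluorescence both relative to DMSO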
Casp6 inh – blocks human caspase-6 cleavage activity | AID 686996 | hit rate 0.53% among 350,000 | P55212 | inhibition, % at 12.5 µM | purified caspase-6, Z-VEID-R110 cleavage fluorescence;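 active = mean inhibition across replicates at least about 35%, with every replicate also reaching that limit, limit read from the data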;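 note: 0% = median of neutral control wells and 100% = no fluorescence left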
Target sequence (P55212 24-179 limits assumed): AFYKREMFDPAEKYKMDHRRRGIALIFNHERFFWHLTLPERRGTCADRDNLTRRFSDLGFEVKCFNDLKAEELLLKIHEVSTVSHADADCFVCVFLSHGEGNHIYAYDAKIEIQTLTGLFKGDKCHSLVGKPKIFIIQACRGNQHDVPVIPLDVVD
Target sequence (P55212 194-293 limits assumed): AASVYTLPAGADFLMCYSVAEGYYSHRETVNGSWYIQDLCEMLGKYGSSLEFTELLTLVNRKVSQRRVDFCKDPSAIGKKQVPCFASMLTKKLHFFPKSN
Cneo AK release – causes C. neoformans cell lysis; adenylate kinase release luminescence, 4 h; normalised: neutral wells 0, clomiphene wells 100; lysis activity, % at 15 µM; hit rate 0.2% among 360,000;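 active = mean lysis activity across replicates of at least 80%, whatever share of replicates individually reach that level; inactive = mean lysis activity below 80%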
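read-out = cell lysis signal | test system = log-phase Cryptococcus neoformans yeast cells | input = cells at 5 × 10^6 per mL | medium = fresh YPD growth medium | signal = luminescent adenylate kinase detection reagent | timing = 4 h at 37 °C static, read 1 h later | dosing = single dose | controls = Clomiphene as positive lysis control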
PGC1a acetyl inh – PGC1a acetylation modulation, inhibitor mode. hit rate 0.17% among 350,000. U2OS PGC1a acetylation, AlphaScreen anti-acetyl-lysine; with virally co-expressed GCN5 acetyltransferase. inhibition, % at 15.6 µM;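 active = every replicate shows inhibition of at least 40%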;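 note: 0% = neutral control wells and 100% = positive control wells; some results beyond the cut were filed as inactive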
PAX8 reporter – lowers PAX8-driven luciferase in RMG-I cells. hit rate 1.2% among 360,000. inhibition, % at 12.6 µM. AID 652154. RMG-I TPO-luciferase reporter, SteadyGlo, 24 h;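 active = mean replicate inhibition at least 60% with every replicate also reaching 60%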;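 note: luciferase light reporting Pax8 driven TPO promoter activity; plate controls were median of neutral control wells for no effect and mitoxantrone controls for full effect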
LGR2 antag – Drosophila LGR2 receptor signaling inhibition; HEK293 LGR2, CRE-luciferase, bursicon-stimulated, 4 h; inhibition, % at 9.99 µM; hit rate 0.35% among 380,000; AID 720647;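 active = drop in luminescence signal, shown as inhibition above about 50% in the replicate tests, limit read from the data, passing the limit was not always enough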;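 note: agonist challenge used bursicon conditioned medium at about half maximal strength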
miR-122 sensor – miR-122 inhibition in Huh7 cells | Huh7 miR-122 Renilla luciferase sensor, 48 h; neutral wells = 0, positive control = 100 | activation (reporter increase), % at 12.5 µM | hit rate 0.3% among 340,000;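 active = mean replicate activation score at least 90 and every replicate individually at or above 90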;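 note: higher luciferase means less miR-122 activity so hits act as miR-122 inhibitors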
FN deposit inh – fibronectin deposition inhibition. inhibition, % at 12.6 µM. AID 743247. hit rate 0.086% among 350,000. AH1F fibroblasts, Alexa488-fibronectin deposition fluorescence, overnight;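 active = mean inhibition across replicates of 30% or more, regardless of how many single replicates reach that level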;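 note: positive control wells lacked labelled fibronectin entirely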
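Test system: AH1F fibroblast monolayer depositing Alexa488-labelled fibronectin into matrix. Input: 10000 cells per well. Technique: fluorescence, ex 485 nm, em 525 nm. Buffer or medium: DMEM plus 2% serum, read in PBS. Timing: 1 h cell adhesion before compound, then overnight fibronectin incubation. Compound: single dose, pinned. Read-out basis: inhibition from reduced deposited-fibronectin fluorescence.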
An asterisk follows results filed as active; . = no result given; [ ] = another dose, or the depositor's remark.

smiles	EWS-Fli block	PAX8 reporter	PGC1a acetyl inh	LGR2 antag	miR-122 sensor	FN deposit inh	Cneo AK release	Casp6 inh
O=C(NCCO)c1nc(C(=O)c2ccc(Cl)cc2)c2ccccc2n1	-6	10	.	-15	.	-2	0	0
CC(C)[C@H](C)NC(=O)N(C)C[C@H]1OCc2ccccc2-c2c(n(C)c3ccccc23)C(=O)N([C@@H](C)CO)C[C@@H]1C	3	.	-5	-14	.	2	2	0
O=C(c1ccc(F)cc1)N1CCCCC(S(=O)(=O)c2ccccc2)C1=O (configuration not stated)	.	2	.	1	0	-6	.	.
NC(=O)CC(NC(=O)c1ccccc1)c1ccc(N2CCCCCC2)c([N+](=O)[O-])c1 (configuration not stated)	9	-4	13	1	-1	6	5	3
COc1ccc(-c2csc(NC(=O)CCn3cnc4ccccc4c3=O)n2)cc1OC	-3	.	-33	-23	-3	.	1	1
C[C@H]1CN([C@@H](C)CO)C(=O)Cc2cc(NC(=O)c3ccncc3)ccc2O[C@@H]1CN(C)S(=O)(=O)c1cn(C)cn1	1	.	-2	-23	-2[16.7 µM]	.	0	1
COc1ccccc1/C=C1\Oc2cc(OC(=O)N3CCOCC3)ccc2C1=O	-22	1	1	-1	.	-6	.	0
CC(=O)c1cnc(Nc2ccccc2)s1	.	.	2	-24	-15	.	3	.
O=C(N[C@@H]1CC[C@@H](CCNC(=O)C2CCOCC2)O[C@@H]1CO)c1ccccn1	2	-7	3	-3	.	3	3	2
O=C(O)c1ccccc1C(=O)Nc1cc(-c2ccccc2)[nH]n1	0	1	0	5	-6	2	0	4
CN(Cc1cc(-c2ccccc2)on1)C(=O)c1cc(COc2c(F)cccc2F)on1	-104	-133	0	-79	-1	5	2	3
O=C(O)c1ccc(CCCc2ccccc2)cc1	-6	-3	3	9	-2	3	-5	0
O=C(C[C@H]1CC[C@@H]2[C@H](COC[C@H](O)CN2Cc2nccs2)O1)NCc1ccc(Oc2ccccc2)cc1	.	.	-7	-4	-7[16.7 µM]	-4	0	1
O=C(CSc1nc2ccccc2c(=O)n1-c1ccc(F)cc1)NC1CCS(=O)(=O)C1 (configuration not stated)	5	1	.	-11	.	4	0	-3
CC1CCCC(C)N1C(=O)CN1C(=O)NC2(CCOc3ccccc32)C1=O (configuration not stated)	4	1	1	18	-2	6	.	1
O=Cc1cn(CC(=O)N2CCOCC2)c2ccccc12	16	.	3	-6	.	.	15	.
Cc1ccccc1-c1cnc2c(c1)C(=O)N([C@@H](C)CO)C[C@H](C)[C@H](CN(C)CC1CCOCC1)O2	-6	.	-4	-1	-1[16.7 µM]	.	1	0
Cc1ccc(C)c(S(=O)(=O)N2CCCOC2CNC(=O)C(=O)NCc2ccc3c(c2)OCO3)c1 (configuration not stated)	0	-7	-7	6	0	3	-2	0
COc1cc(CNc2ncnc3c2ncn3[C@H]2CN(Cc3ccc(F)cc3)C[C@@H](CO)O2)cc(OC)c1OC	8	8	-1	4	-9	16	1	0
CC(=O)NCCC1CCN(c2nc3nonc3nc2N(C)Cc2ccccc2)CC1	11	-82	-9	-7	-4	11	.	4
C[C@@H]1CN([C@H](C)CO)C(=O)c2cc(NS(C)(=O)=O)ccc2O[C@@H]1CN(C)CC1CC1	-5	3	1	-8	-9[16.7 µM]	.	-2	-4
COCC(=O)Nc1ccc2c(c1)C(=O)N(C)C[C@@H](OC)[C@@H](C)CN(CC1CCCCC1)[C@@H](C)CO2	0	.	-4	-17	-6[16.7 µM]	-3	-2	-5
CCC(C(=O)NC1CCCCC1)N(Cc1cccs1)C(=O)c1snc(C(N)=O)c1N (configuration not stated)	-2	10	6	-15	-8	18	5	3
O=C(Nc1cccc(F)c1)N1CCCCN2[C@H](C1)[C@@H](c1ccc(-c3ccccc3F)cc1)[C@@H]2CO	-4	51	-17	16	-6[16.7 µM]	.	0	2
Cc1cc(=O)oc2c3c(cc(OCC(=O)NCCN4CCOCC4)c12)OC(C)(C)CC3	-2	.	-1	-10	-1	.	0	1
O=C(O)Cc1ccc(C(=O)c2ccc(Cl)cc2)s1	.	1	-15	.	1	3	1	.
CCNC(=O)Cc1ccc(S(=O)(=O)N2CCOCC2)s1	-1	10	.	14	.	-4	0	5
COc1ccc(CC(=O)OC(C)CN2CCCCC2)cc1 (configuration not stated)	2	-11	-12	-29	.	2	.	-2
CCS(=O)(=O)N1CCCCN2[C@H](CO)[C@@H](c3ccc(-c4ccc(C#N)cc4)cc3)[C@@H]2C1	-5	12	-11	11	10[16.7 µM]	.	88*	-3
CCCC#Cc1ccc2c(c1)O[C@H](CN(C)S(C)(=O)=O)[C@@H](C)CN([C@H](C)CO)S2(=O)=O	-2	.	10	0	24[16.7 µM]	11	-8	-2
COc1ccc(-c2csc(C(O)(c3ccccc3)C(F)(F)F)n2)cc1 (configuration not stated)	-17	3	-26	-6	10	2	-2	8
CSc1ccc(Cl)c(C(=O)OCC(=O)NC2CC2)c1	.	.	3	.	-4	-12	-1	.
COc1ccc2c3c(n(C)c2c1)[C@@H](CO)N(S(=O)(=O)c1ccc(C)cc1)CC31CCN(C(=O)c2ccccn2)CC1	1	.	-4	-6	.	.	.	4
CCOC(=O)c1c(C)[nH]c(C(=O)N/N=C\c2ccccc2O)c1C	-65	-52	-7	-34	2	7	-1	-2
CC1=C(C(=O)N2CCN(C(=O)c3ccco3)CC2)C2(CCC(C)CC2)OC1=O (configuration not stated)	-4	1	.	-37	.	-10	-2	-1
Cn1c(C(=O)O)c(C=O)c2ccccc21	-10	2	.	0	-16	-9	1	0
C[C@@H]1CN([C@H](C)CO)C(=O)c2cccc(NC(=O)C3CCOCC3)c2O[C@@H]1CN(C)S(=O)(=O)c1ccccc1	2	5	3	-8	0[16.7 µM]	.	0	2
COc1ccccc1Nc1nc(-c2sc(NC(=O)CC(C)C)nc2C)cs1	6	21	-13	7	1	-9	-1	0
CCCCN1C(=O)C(CC(=O)NCCc2ccccn2)CC(C(=O)N2CCOCC2)=C1C (configuration not stated)	0	-10	9	7	-2	-1	.	-5
Cc1ccccc1S(=O)(=O)N[C@H]1CC[C@@H](CCn2cc(-c3ccccc3)nn2)O[C@H]1CO	7	6	0	-11	.	.	55	-2
COc1ccc(C(=O)NC(=O)COC(=O)C2CC2C)cc1 (configuration not stated)	-6	12	2	-8	-5	-3	1	2
COc1ccc([N+](=O)[O-])cc1NC(=O)C(C)OC(=O)C1CC(=O)N(Cc2ccco2)C1 (configuration not stated)	3	-6	-14	16	-2	4	0	3
O=c1oc2ccc(NS(=O)(=O)c3cccc4cccnc34)cc2s1	-2	11	5	-5	-8	-22	-4	4
N#Cc1ccccc1NC(=O)CN1CCN(Cc2ccccc2)CC1	6	0	-12	-9	5	-8	-3	1
Cc1nc(Nc2ccc(S(N)(=O)=O)cc2)sc1-c1ccccc1	-94	-51	.	-16	.	0	-1	4
O=C(CCSc1ccc(Cl)cc1)N1CCN(S(=O)(=O)c2ccccc2)CC1	-5	20	.	18	.	1	-4	-1
CC(C)CC#Cc1ccc([C@H]2[C@@H](CO)N3C(=O)CN(C(=O)NC4CCCCC4)C[C@H]23)cc1	-2	-40	-16	3	.	.	.	0
C[C@H](CO)N1C[C@H](C)[C@@H](CN(C)C(=O)c2ccc(F)cc2)Oc2ncc(C#C[C@@H](C)O)cc2C1=O	8	.	4	4	.	.	-11	-2
COc1ccc(CNC(=O)c2ccc(N3CCC4(CC3)CC(c3ccc(Cl)cc3)=NO4)c(NC(=O)c3ccccc3)c2)cc1	1	11	-5	.	2	-7	1	0
Cc1noc(C)c1S(=O)(=O)N1CCC(C(=O)N2CCN(c3ccc(Cl)cc3)CC2)CC1	.	6	10	.	-3	-3	-4	.

(more compounds)
smiles	EWS-Fli block	PAX8 reporter	PGC1a acetyl inh	LGR2 antag	miR-122 sensor	FN deposit inh	Cneo AK release	Casp6 inh
O=C(c1ccccc1)c1ccc(Cn2cc(-c3ccccc3)nn2)cc1	-39	-44	.	-40	3	2	6	4
CCOC(=O)[C@]12CCCC=C1N(Cc1ccco1)C(=O)[C@H](CC(=O)NCc1ccc(OC)c(OC)c1)C2	-2	-25	.	-35	.	.	.	0
COc1ccc2c3c(n(C)c2c1)[C@@H](CO)N(C(=O)Nc1ccc(F)cc1)CC31CCN(C(=O)c2ccc3c(c2)OCO3)CC1	0	5	-7	0	.	-2	.	1
CC(C)NC(=O)Nc1ccc2c(c1)CC(=O)N([C@@H](C)CO)C[C@@H](C)[C@H](CN(C)C(=O)Nc1ccc(F)cc1)O2	-1	-18	9	1	-1[16.7 µM]	-12	0	.
C[C@@H]1CN([C@@H](C)CO)C(=O)c2cc(NC(=O)NC3CCCCC3)ccc2O[C@H]1CN(C)S(=O)(=O)c1ccccc1	-4	-4	7	-26	-1[16.7 µM]	-10	2	-1
COc1ccc(NC(=O)Nc2ccc3c(c2)CC(=O)N([C@H](C)CO)C[C@H](C)[C@H](CN(C)C(=O)Nc2ccc(F)cc2)O3)cc1	-8	-2	6	1	5[16.7 µM]	.	46	0
CCOC(=O)N1CCC(NC(=O)C2=CCN(S(=O)(=O)c3ccc(OC)cc3)CC2)CC1	5	-4	8	12	-13	-4	.	-3
CCN1C(=O)C(=O)N(CC(=O)NC(C)CCc2ccccc2)C1=O (configuration not stated)	-6	1	1	-4	6	3	0	-1
COc1ccc(NC(=O)Nc2cccc3c2O[C@@H](CN(C)C(=O)Nc2ccccc2)[C@H](C)CN([C@H](C)CO)C3=O)cc1	-2	.	14	3	5[16.7 µM]	.	-5	1
COc1cccc(NC(=O)N2CC(=O)N3[C@H](C2)[C@H](c2ccc(C#CC4CCCC4)cc2)[C@@H]3CO)c1	-3	39	-4	-19	.	-5	.	1
OC(Cc1cccc(Br)c1)c1ncc(-c2ccccc2C(F)(F)F)[nH]1 (configuration not stated)	3	-8	.	12	-3	-4	-3	0
Cc1cc(C)n(CCC(=O)N2CCc3ccccc32)n1	.	14	9	3	-5	0	-2	2
O=C(Nc1cccnc1)c1cccc(S(=O)(=O)N2CCCCC2)c1	-2	8	.	26	.	6	.	1
c1ccc2c(C[C@@H]3CNCCN3CC3CCCCC3)cccc2c1	1	-7	7	.	-3	0	-1	-4
CCSC1=C(C#N)C(c2cccc(O)c2)CC(=O)N1 (configuration not stated)	2	-10	0	-3	-1	-6	-2	0
COC(=O)CSc1nnc(CNC(=O)c2ccccc2F)n1-c1ccc(F)cc1	-5	4	2	-13	.	3	.	-7
CC(C)c1ccc(Nc2nnns2)cc1	6	1	.	.	.	4	.	-1

Rewritten with values under each structure: two of the compounds above.
Order of results – EWS-Fli block, PAX8 reporter, PGC1a acetyl inh, LGR2 antag, miR-122 sensor, FN deposit inh, Cneo AK release, Casp6 inh
COc1ccc(CC(=O)OC(C)CN2CCCCC2)cc1 (configuration not stated)
→ 2, -11, -12, -29, ., 2, ., -2
CCS(=O)(=O)N1CCCCN2[C@H](CO)[C@@H](c3ccc(-c4ccc(C#N)cc4)cc3)[C@@H]2C1
→ -5, 12, -11, 11, 10[16.7 µM], ., 88*, -3

Screens as filed in PubChem BioAssay.

Outcome played no part in choosing rows. About 2.5% of those tested had a hit in this group.
